# Screens deposited in PubChem by The Scripps Research Institute Molecular Screening Center.
# ULK1 inh = blocks human autophagy kinase ULK1. inhibition, % at 5.96 µM. AlphaScreen Atg13 phosphorylation by ULK1, luminescence. 30,000 compounds, 1.9% hits. O75385; in the data active = inhibition above about 43%;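 note: 0% = median of compound wells and 100% = no enzyme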
# ASK1 primary = human ASK1 kinase inhibition, primary screen; 22,000 compounds, 0.99% hits; AID 1159602; AlphaScreen MKK6 phosphorylation by ASK1, luminescence; inhibition, % at 7.44 µM; in the data active = inhibition above about 35%;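 note: 0% = median of compound wells and 100% = no enzyme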
# Target sequence (Q99683 whole entry, looked up): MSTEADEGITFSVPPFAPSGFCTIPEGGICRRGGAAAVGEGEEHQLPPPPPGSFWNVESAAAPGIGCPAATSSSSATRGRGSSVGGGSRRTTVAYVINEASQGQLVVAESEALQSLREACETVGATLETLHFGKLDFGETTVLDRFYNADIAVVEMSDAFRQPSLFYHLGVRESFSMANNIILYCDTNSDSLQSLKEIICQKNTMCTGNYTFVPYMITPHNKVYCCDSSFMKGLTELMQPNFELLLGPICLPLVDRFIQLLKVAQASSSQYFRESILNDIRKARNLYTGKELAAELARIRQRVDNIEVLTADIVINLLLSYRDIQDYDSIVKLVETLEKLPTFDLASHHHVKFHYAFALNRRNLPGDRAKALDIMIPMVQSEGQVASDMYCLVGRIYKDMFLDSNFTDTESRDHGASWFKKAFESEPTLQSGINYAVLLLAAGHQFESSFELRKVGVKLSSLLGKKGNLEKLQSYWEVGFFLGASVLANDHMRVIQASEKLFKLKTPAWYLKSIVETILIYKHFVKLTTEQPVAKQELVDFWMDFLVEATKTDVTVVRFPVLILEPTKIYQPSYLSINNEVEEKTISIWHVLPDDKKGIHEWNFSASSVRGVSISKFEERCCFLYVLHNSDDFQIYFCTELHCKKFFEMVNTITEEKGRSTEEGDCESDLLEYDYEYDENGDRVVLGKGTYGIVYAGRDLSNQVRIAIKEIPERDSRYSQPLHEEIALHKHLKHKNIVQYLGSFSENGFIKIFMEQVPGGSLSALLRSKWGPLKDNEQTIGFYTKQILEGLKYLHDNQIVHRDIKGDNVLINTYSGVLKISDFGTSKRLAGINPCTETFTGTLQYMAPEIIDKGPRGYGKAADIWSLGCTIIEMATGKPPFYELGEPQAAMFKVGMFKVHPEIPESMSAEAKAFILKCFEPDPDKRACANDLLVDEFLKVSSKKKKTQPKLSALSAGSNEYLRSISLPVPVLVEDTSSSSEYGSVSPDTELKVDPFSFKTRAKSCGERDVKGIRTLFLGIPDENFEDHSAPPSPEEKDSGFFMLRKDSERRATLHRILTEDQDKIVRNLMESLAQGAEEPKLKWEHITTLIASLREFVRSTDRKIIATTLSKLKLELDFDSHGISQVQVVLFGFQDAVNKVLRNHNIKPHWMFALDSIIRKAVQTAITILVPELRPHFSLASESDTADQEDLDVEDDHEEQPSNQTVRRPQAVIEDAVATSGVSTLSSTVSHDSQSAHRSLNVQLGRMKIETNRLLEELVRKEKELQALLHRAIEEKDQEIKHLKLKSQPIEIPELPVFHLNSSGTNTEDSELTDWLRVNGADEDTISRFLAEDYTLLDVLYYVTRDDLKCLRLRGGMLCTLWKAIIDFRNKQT
# * marks the source's active call; other numbers are inactive results; x = not tested or not shown.
SMILES,ULK1 inh,ASK1 primary
CC(=O)c1cccc(-c2nc3c(NCCN4CCOCC4)ncnc3n2C(C)C)c1,-1,4
c1nc2c(NC3CC3)nc(N3CCOCC3)nc2n1C1CCCCC1,1,-9
O=C(Nc1ccc2[nH]ncc2c1)c1cccc(O[C@H]2CCN(Cc3ccccc3)C2)n1,6,0
CC(=O)c1cccc(-c2nccc(NCCOc3ccccc3)n2)c1,-6,2
Cc1nn(C)c(C)c1-c1cccc(C(=O)NCCO)n1,0,5
Cn1c(Nc2cc(NCCCN3CCCC3=O)nc(N)n2)nc2ccccc21,-5,-1
Fc1cc(-c2nc(Nc3ccc(CN4CCCCC4)cc3)ncc2F)cc(N2CCOCC2)c1,44*,10
Cc1ccc(S(=O)(=O)NC(=O)N2CCC(c3nc(-c4ccncc4)no3)CC2)cc1,2,x
CC(C)N(CCNC(=O)C1CCN(c2ccc(Cl)nn2)CC1)C(C)C,7,-5
C=CCn1c(SCC(=O)O)nc2c1c(=O)n(C)c(=O)n2C,0,x
Cc1cc(NCCc2ccc(O)cc2)nc(Nc2cccnc2)n1,-11,-2
CC(C)NCC1CCc2cc(CO)c([N+](=O)[O-])cc2N1 (stereo unspecified),-12,x
COc1cc(Nc2cc(C)nc(-c3ccc(C(=O)NC4CC4)cc3)n2)cc(OC)c1OC,-9,3
CC(C)n1c(N2CCN(Cc3ccc4c(c3)OCO4)CC2)nc2c(NCc3nc4ccccc4[nH]3)ncnc21,-4,-6
c1cc2c(cc1-c1cn[nH]c1)CC(c1nc3ccc(-c4cn[nH]c4)cc3[nH]1)CO2 (stereo unspecified),-15,8
CCCOc1ccc2c(c1)CC(c1nc3ccc(-c4ccnc(N)n4)cc3[nH]1)CO2 (stereo unspecified),7,25
c1ccc(Oc2ccc(Nc3ncnc4nc(Nc5ccccn5)[nH]c34)cc2)cc1,6,-8
Cc1cc(NCCN2CCOCC2)nc(Cl)n1,-2,-9
O=C(NC[C@H](O)c1ccccc1)c1cn(-c2ccncc2)nn1,-7,0
O=C(NCc1nc2ccccc2[nH]1)c1ccnc(-c2cccs2)c1,-2,5
CS(=O)(=O)c1ccc2c(c1)NC(=O)CN2C(=O)c1ccccc1,8,x
c1ccc(OCCNc2ncnc3nc(N4CCc5ccccc5C4)[nH]c23)cc1,0,10
CC(=O)c1cccc(-c2ccc(C(=O)NCCOc3ccccc3)s2)c1,4,-16
COc1ccc(CCNc2nc(N3CCOCC3)nc3c2ncn3C(C)C)cc1,-4,19
O=C(NCCN1CCOCC1)c1cccc(N2CCc3ccccc3C2)c1,-1,0
CC1(C)COc2cc(NC(=O)C34CC5CC(CC(C5)C3)C4)ccc2NC1=O,10,x
Cn1nccc1Nc1cc(NCCN2CCOCC2)ncn1,8,-6
COc1ccc(CCNC(=O)c2ccnc(-c3c(C)nn(C)c3C)c2)cc1,0,1
Cc1cc(NCCO)nc(Nc2ccc3ncccc3c2)n1,-1,7
CCN(CC)C(=O)C1CCCN(c2nc(NCc3nc4ccccc4[nH]3)c3ncn(CCN4CCCC4=O)c3n2)C1 (stereo unspecified),-36,12
CN1CCN(C(=O)c2ccc(-c3nc(C(=O)NCc4cccnc4)cs3)cc2)CC1,3,-13
CC(C)N(CCNc1ncnc2nc(-c3csc4ccccc34)[nH]c12)C(C)C,-2,-22
C[n+]1cc2c3c(ccc2c2ccc4cc5c(cc4c21)OCO5)OCO3,0,x
CCCNc1cc(C)nc(Cl)n1,-6,-16
O=C(Cc1cn(-c2ccc(N3CCN(c4ccccn4)CC3)nn2)c2ccccc12)NCCOc1ccccc1,5,16
COc1cc(Nc2cc(-c3ccccc3)ncn2)cc(OC)c1OC,-10,1
Cc1cc(NCc2cccc(C(F)(F)F)c2)nc(-c2c(C)noc2C)n1,-1,-3
Cc1c(Cl)cccc1NC(=O)CCC(=O)NNC(=O)c1ccc(F)cc1,9,x
NC(=O)c1ccc(-c2nc(NCc3cccc(C(F)(F)F)c3)c3ncn(Cc4ccc(C(F)(F)F)cc4)c3n2)cc1,-6,41*
CCCc1c(OCCCCc2nn[nH]n2)ccc(C(C)=O)c1O,1,x
CCCCN(C)C(=O)C1CCN(Cc2sccc2C)CC1,-5,x
Cc1cccc(Nc2nc(C)c([N+](=O)[O-])c(C)c2C#N)c1,-1,x
FC(F)(F)c1ccc(Cn2cnc3c(NC4CC4)nc(Nc4cnccn4)nc32)cc1,4,-6
COc1cc(Nc2cc(C(=O)NCCN(C(C)C)C(C)C)ccn2)cc(OC)c1OC,-4,-18
Nc1nc(NCCc2ccc(O)cc2)cc(-c2ccccc2)n1,-14,0
Cc1ccc(C(=O)Nc2cc(C)nn2-c2ncnc3c2cnn3-c2cccc(C)c2C)cc1,-7,x
O=C(NCC(O)CO)c1cnccc1Nc1ccc2[nH]ncc2c1 (stereo unspecified),1,-3
c1ccc(OCCNc2nc(NCCN3CCOCC3)nc3nc[nH]c23)cc1,1,-4

# The final 2 compounds of the part above open the next one:
SMILES,ULK1 inh,ASK1 primary
O=C(NCC(O)CO)c1cnccc1Nc1ccc2[nH]ncc2c1 (stereo unspecified),1,-3
c1ccc(OCCNc2nc(NCCN3CCOCC3)nc3nc[nH]c23)cc1,1,-4
Cc1cc(NCc2ccccc2)nc(N2CCc3ccccc3C2)n1,-5,0
Cc1ccc(-c2cccc3cnc(Nc4ccc(C(=O)NC5CC5)cc4)nc23)cn1,62*,-37
N[C@H](Cc1cccc(Br)c1)C(=O)Nc1ccc(-c2cn[nH]c2)cc1,-1,4
Cc1cc(C)c(NC(=O)CSc2nnc3n2CCN3c2ccc(F)cc2)c(C)c1,9,x
CN(C)c1cccc(Nc2cc(Nc3ccccc3)ncn2)c1,-1,37*
O=C(NC1CCN(Cc2ccccc2)CC1)c1ccc2nc(Nc3ccc(C(F)(F)F)cc3)sc2c1,5,-4
COC(=O)Nc1nc2ccc(C(=O)c3ccccc3)cc2[nH]1,6,x
NC(=O)c1ccc(-c2cc(NCCN3CCOCC3)ncn2)cc1,-5,14
c1ccc(OCCNc2ccnc(-c3cccs3)n2)cc1,-7,8
O=C(Cc1cn(-c2ccc(Cl)nn2)c2ccccc12)NCc1ccccc1,9,-11
Oc1ccc(CCNc2cc(NCCN3CCOCC3)ncn2)cc1,7,-6
CCOC(=O)c1cnc2cc(-c3ccc(OC)cc3)[nH]n2c1=O,-8,x
CC(C)n1cnc2c(Nc3ccc4c(c3)OCO4)nc(Nc3ccncn3)nc21,15,3
Cn1c(=O)c2c(nc(SCC(N)=O)n2CCCc2ccccc2)n(C)c1=O,-9,x
Cc1cn(C2OC(CO)C(O)C2O)c(=O)[nH]c1=O (stereo unspecified),9,x
CN(C)CCOc1cc(-c2cn[nH]c2)c(F)cc1NC(=O)[C@H]1Cc2ccccc2CN1C(=O)CN(C)C,2,6
Nc1ccnc2cc(-c3ccccc3)nn12,-3,-1
CCNc1nccc(NCCO)n1,5,-30
Cc1c(N2C(=O)/C(=C/c3ccccc3)SC2=S)c(=O)n(-c2ccccc2)n1C,8,x
CCCS(=O)(=O)NCCS(=O)(=O)N1CCN(c2cccc(Cl)c2)CC1,-1,x
Cc1cnc(Nc2ccccc2)nc1NCc1cccnc1,13,-2
COc1ccc(CCNc2ncnc3nc(-c4cccc(C(C)=O)c4)[nH]c23)cc1,-12,-6
CC(C)N(CCNc1cc(N2CCc3ccccc3C2)ncn1)C(C)C,-1,-2
Cc1ccccc1-c1nc2scc(CCNC(=O)c3ccccc3F)n2n1,-20,x

# For convenience, 16 of the compounds above.
SMILES,ULK1 inh,ASK1 primary
O=C(NC1CCN(Cc2ccccc2)CC1)c1ccc2nc(Nc3ccc(C(F)(F)F)cc3)sc2c1,5,-4
COC(=O)Nc1nc2ccc(C(=O)c3ccccc3)cc2[nH]1,6,x
NC(=O)c1ccc(-c2cc(NCCN3CCOCC3)ncn2)cc1,-5,14
c1ccc(OCCNc2ccnc(-c3cccs3)n2)cc1,-7,8
O=C(Cc1cn(-c2ccc(Cl)nn2)c2ccccc12)NCc1ccccc1,9,-11
Oc1ccc(CCNc2cc(NCCN3CCOCC3)ncn2)cc1,7,-6
CCOC(=O)c1cnc2cc(-c3ccc(OC)cc3)[nH]n2c1=O,-8,x
CC(C)n1cnc2c(Nc3ccc4c(c3)OCO4)nc(Nc3ccncn3)nc21,15,3
Cn1c(=O)c2c(nc(SCC(N)=O)n2CCCc2ccccc2)n(C)c1=O,-9,x
Cc1cn(C2OC(CO)C(O)C2O)c(=O)[nH]c1=O (stereo unspecified),9,x
CN(C)CCOc1cc(-c2cn[nH]c2)c(F)cc1NC(=O)[C@H]1Cc2ccccc2CN1C(=O)CN(C)C,2,6
Nc1ccnc2cc(-c3ccccc3)nn12,-3,-1
CCNc1nccc(NCCO)n1,5,-30
Cc1c(N2C(=O)/C(=C/c3ccccc3)SC2=S)c(=O)n(-c2ccccc2)n1C,8,x
CCCS(=O)(=O)NCCS(=O)(=O)N1CCN(c2cccc(Cl)c2)CC1,-1,x
Cc1cnc(Nc2ccccc2)nc1NCc1cccnc1,13,-2

# Other compounds follow:
SMILES,ULK1 inh,ASK1 primary
NCCCNCCSP(=O)(O)O,1,x
Cc1cc(NCCc2ccc(O)cc2)nc(Nc2ccnn2C)n1,-3,-10
Cn1c(Nc2nc(NCCOc3ccccc3)c3[nH]cnc3n2)nc2ccccc21,6,11
CC(C)n1c(-c2ccc(C(N)=O)cc2)nc2c(Nc3ccc(N4CCOCC4)cc3)ncnc21,1,10
CN(CC1CC1)C(=O)c1ccc(N)cc1Cl,6,x
COc1cc(Nc2cc(NCc3ccccc3)ncn2)cc(OC)c1OC,5,3
Cc1cnc(Nc2cnccn2)nc1NCc1cccc(C(F)(F)F)c1,10,0
O=C(Cc1cn(-c2ccc(N3CCCC3CO)nn2)c2ccccc12)NC1CCN(Cc2ccccc2)CC1 (stereo unspecified),2,-2
Cc1cncc2c(S(=O)(=O)N3CC[C@@H](N)C3)cccc12,22,-14
CCCNC(=O)c1ccc2nc(NCCCN3CCCC3=O)sc2c1,5,5
CCN(CC)c1nc(NCc2ccccc2)nc(Nc2ccccc2)n1,3,-23
CCCNC(=O)C1CCN(c2ccc(Nc3ccc4ncccc4c3)nn2)CC1,8,5
COc1cc(OC)nc(Oc2cccnc2/C=N/NC(=O)c2ccccc2OC)n1,-1,x
O=C(NCc1nc2ccccc2[nH]1)c1ccc2nc(Nc3nccc4ccccc34)sc2c1,14,3
CN1CCN(c2ncc(-c3ccc(F)cc3)cn2)CC1,2,x
CNC(=O)c1ccccc1Nc1cc(NC(=O)Cc2ccc(OC)cc2)ncc1C#N,18,-8
CCCNC(=O)c1ccc2nc(Nc3ccc4ncccc4c3)sc2c1,-19,-2
Cc1[nH]c(=S)sc1CC(=O)Nc1cnn(-c2cccc(C(=O)Nc3ccc(N4CCOCC4)cc3)c2)c1,-1,12
O=C(CC1SC(=Nc2ccccc2)NC1=O)Nc1ccccc1 (stereo unspecified),1,x
CC1(C)C(C(=O)O)N2C(=O)C(NC(=O)C(N)c3ccccc3)C2S1=O (stereo unspecified),6,x
c1cnc(Nc2nc(NC3CC3)c3[nH]cnc3n2)nc1,-3,-13
Cc1cc(NCc2cccc(C(F)(F)F)c2)nc(NC2CCC(O)CC2)n1 (stereo unspecified),-8,-15
COc1ccc(-c2cccc(C(=O)NCCOc3ccccc3)c2)cc1,-8,-11
NC(=O)c1ncn([C@@H]2O[C@H](CO)[C@@H](O)[C@H]2O)c1O,5,x
c1ccc(OCCNc2nc(NCc3ccc4c(c3)OCO4)nc3c2ncn3C2CCCCC2)cc1,12,-3
N#CCN(CC#N)C(=O)c1sc2ccccc2c1Cl,3,x
COc1cc(Nc2nc(Nc3ccncc3)ncc2C)cc(OC)c1OC,29,6
NC(=O)c1ccc(Nc2nccc(-c3ccc(Cl)cc3)n2)cc1,4,-7
CN(C)CCN(Cc1cccc(F)c1)C(=O)Nc1ccc(-c2cn[nH]c2)cc1,3,-4
CS(=O)(=O)c1ccc(-n2cc(-c3ccncc3)cn2)cc1,15,x
COc1ccc(CCNc2nc(Nc3ccccc3)ncc2C)cc1,-5,7
Clc1ccc(-c2cnc(N3CCNCC3)nc2)cc1,-3,x
c1cnc2ccc(Nc3nc4ncnc(Nc5ccc6c(c5)OCO6)c4[nH]3)cc2c1,7,25
Nc1nc(Nc2ccc(Oc3ccccc3)cc2)cc(N2CCOCC2)n1,-12,-5
COc1cc(Nc2nc(NCCOc3ccccc3)c3ncn(Cc4ccc(C(F)(F)F)cc4)c3n2)cc(OC)c1OC,7,24
CC(C)N(CCNC(=O)c1cnc(Nc2ccnn2C)s1)C(C)C,-3,-9
CCN(CC)c1cc(-c2ccc(F)cc2)nc(-c2ccccn2)n1,-22,x
COc1cc(Nc2ccnc(-c3ccc(N4CCOCC4)nc3)n2)cc(OC)c1OC,74*,8
O=C(O)c1ccccc1C(=O)N1CCC(N2C(=O)Cc3ccccc32)CC1,5,x
Cc1noc(C)c1-c1nc(Nc2ccc(N3CCOCC3)cc2)c2ncn(C3CCCCC3)c2n1,50*,7
NC(c1ccc(Nc2nccc(-c3ccccc3)n2)cc1)C(F)(F)F (stereo unspecified),-5,-12
CC(=O)Nc1ccc(NC(=O)c2cncc(-c3ccc4c(ccn4C)c3)c2)cc1,5,6
c1nc2nc(NCCN3CCOCC3)nc(NCCN3CCOCC3)c2[nH]1,3,-8
CC(C)(C(=O)O)c1ccc(C(O)CCCN2CCC(C(O)(c3ccccc3)c3ccccc3)CC2)cc1 (stereo unspecified),-3,x
COc1cccc(CN(C)C(=O)c2c[nH]c3cc(-c4cn[nH]c4)ccc23)c1,-12,-10
NC(=O)c1csc(N2CCN(Cc3ccc4c(c3)OCO4)CC2)n1,7,-18
CCOc1ccc(CC(=O)Nc2ccc3c(c2)CC(=O)N3C)cc1,-8,x
CCCNC(=O)C1CCN(c2ccc(Nc3ccc(C(F)(F)F)cc3)nn2)CC1,12,-8
O=C(Cc1cn(-c2ccc(NCc3ccc4c(c3)OCO4)nn2)c2ccccc12)NC1CCN(Cc2ccccc2)CC1,2,14
COc1ccc(C)cc1S(=O)(=O)Nc1ccc(-c2cn3ccc(C)nc3n2)cc1,0,x
COc1ccc(-c2nc3ncnc(NC4CCN(Cc5ccccc5)CC4)c3[nH]2)cc1,-3,0
COc1cc(NC(=O)c2ccc3nc(NC4CCC(O)CC4)sc3c2)cc(OC)c1OC (stereo unspecified),-10,-16
